HT1080 viability: cytotoxicity in HT1080 fibrosarcoma cells, cell-based, fluorescence readout (AID 620); one-dose cytotoxicity, % at 10 µM; EC50 in µM for titrated hits; 87,000 compounds, 0.42% hits; HT1080 viability, fluorescence; higher % means a stronger effect; in the data active = cytotoxicity above about 50%;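 note: cells exposed to compound overnight then 4 h with Alamar Blue; 0% = vehicle DMSO and 100% = killing control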
* = called active by the depositor.

SMILES | HT1080 viability
COc1ccc(S(=O)(=O)N(C)CC(=O)Nc2cccc(C(C)=O)c2)cc1C | 3%
CCCn1c(SCC(=O)N2c3ccccc3CC2C)nnc1-c1ccco1 (configuration not stated) | 4%
Cc1cc(C)c(NC(=O)C2CCCCN2C)c(C)c1 (configuration not stated) | -8%
COc1ccc(Nc2nc3ccccc3nc2-n2nc(C)cc2C)cc1 | 4%
c1ccc(Cc2nc3ccccc3o2)cc1 | 10%
COC(CNC(=O)c1cc(C)nn1-c1ccccc1)OC | -1%
CCOc1cc(C(c2c(C)[nH][nH]c2=O)c2c(C)[nH][nH]c2=O)ccc1OS(=O)(=O)c1ccccc1 | -5%
CCNc1nc(OCCNC(C)=O)nc(N(C)C)n1 | -5%
Cn1cc(Br)c(C(=O)Nc2sc3c(c2C(N)=O)CCC3)n1 | 8%
CC(=O)NCC(=O)NC(Cc1ccccc1)C(N)=O (configuration not stated) | -5%
COC(=O)c1cccc(COC(=O)c2cccnc2SC)c1 | -8%
Cc1cccc2c(Cl)cc(=O)[nH]c12 | 19%
Cc1csc(SCC(=O)NC23CC4CC(CC(C4)C2)C3)n1 | -21%
Cc1ccc(NC(=O)CN(C)C(=O)CSc2n[nH]c(N)n2)cc1 | -10%
Cc1nn(CC#N)c(=O)n1-c1cccc(F)c1 | -5%
COC(=O)c1[nH]c2ccc(Br)cc2c1NC(=O)CN1CCCc2ccccc21 | -7%
CCOC(=O)c1c(NC(=O)CSc2nnnn2-c2ccccc2)sc2c1CCC(C)C2 (configuration not stated) | -9%
CCn1c(CCNC(=O)c2cccs2)nnc1SCC(=O)Nc1cccc(Cl)c1 | -7%
CCc1ccc(NC(=O)N(Cc2cccnc2)Cc2ccco2)cc1 | 14%
O=C(O)CCCCC1SCC2NC(=O)NC21 (configuration not stated) | -5%
COc1ccc(-c2[nH]nc(-c3ccccc3)c2-c2nc3ccccc3[nH]2)cc1 | -16%
CCOc1ccccc1NC(=O)CCC(=O)Nc1ccccc1OCC | -16%
Cc1ccccc1C(=O)N/C(=C/c1ccc(-c2cccnc2Cl)o1)C(=O)NCCCN1CCN(C)CC1 | -6%
CC(C)NC(=O)c1ccc(C2SCC(=O)N2Cc2ccccc2)cc1 (configuration not stated) | 1%

Reprinted from the part before: two entries; new compounds follow.
SMILES | HT1080 viability
Cc1ccccc1C(=O)N/C(=C/c1ccc(-c2cccnc2Cl)o1)C(=O)NCCCN1CCN(C)CC1 | -6%
CC(C)NC(=O)c1ccc(C2SCC(=O)N2Cc2ccccc2)cc1 (configuration not stated) | 1%
CCN(CC)CC(=O)NC12CC3CC(CC(C3)C1)C2 | -20%
N#CC1C(C#N)N2CCCN2C1c1ccc(Cl)cc1 (configuration not stated) | -18%
Cc1ccc2ccccc2c1Cn1c(-n2ccnc2)nc2c1c(=O)n(C)c(=O)n2C | 7%
Cc1cccc(N2CCN(C(=O)c3ccc4nc(-c5ccco5)c(-c5ccco5)nc4c3)CC2C)c1 (configuration not stated) | 7%
COC(=O)c1ccc(C(=O)OCc2nc3cc4ccccc4cc3[nH]2)cc1 | 1%
CCNC(=O)NC(=O)C(C)Sc1ccc2c(c1)OCCO2 (configuration not stated) | -4%
Cc1ccc(NC(=O)Nc2ccccc2C(=O)NCc2ccccc2)cc1 | 4%
CCOC(=O)c1cnc2ccc(OCC)cc2c1N1CCN(c2ccccc2OC)CC1 | -26%
O=C(N/N=C/C(Cl)=C/c1ccccc1)c1cnccn1 | -10%
c1ccc(CNc2nnnn2-c2ccccc2)cc1 | -12%
Cc1cccc2c(=O)n3c(nc12)CCCCC3 | -11%
NCCn1c(-c2ccccc2)cc(C(=O)O)c1-c1ccccc1F | -16%
O=C(O)CC(c1cccc2ccccc12)n1cccc1 (configuration not stated) | -9%
COc1ccc(S(=O)(=O)N2C3CCC2CC(NC(=O)NC2CCCCC2)C3)cc1 (configuration not stated) | -10%
CCOC(=O)C1=C(C)N(C)C(C)=C(C(=O)OCC)C1c1ccc(C(=O)OC)cc1 | -16%
CC(C)NC(=O)c1ccc(COCC(F)(F)C(F)F)cc1 | -15%
N#Cc1ccc(N=c2ssnc2Cl)cc1 | -10%
CN1CCN(C2=Cc3ccccc3Sc3cc(F)ccc32)CC1 | -17%
CN1c2ccccc2C(C)(C)C12CC(CCl)=NO2 (configuration not stated) | -26%
CCN(CC)c1ccc(-n2c(C)cc(C=O)c2C)cc1 | -22%
CC(=O)c1cc2c(cc1NS(=O)(=O)c1ccccc1)OCO2 | 19%
O=C(C1CCCN(Cc2ccccc2C(F)(F)F)C1)N1CCCCC1 (configuration not stated) | -7%
Cc1ccc(/C=C/C(=O)c2ccc(C)cc2)cc1 | -3%
O=c1cc2c(nn1Cc1ccc(Cl)cc1Cl)-c1ccccc1CC2 | -4%
CC(C)C(O)(C#CCN1CCCCC1)c1ccccc1 (configuration not stated) | -8%
C=CCc1ccc(OCCCOc2ccc(C)cc2OC)c(OC)c1 | -21%
CCOC(=O)C1=C(C)NC(=O)NC1C(C)C (configuration not stated) | -20%
COC(=O)[C@@]1(Cc2ccc(F)cc2)[C@H]2c3cc(C(=O)N4CCCC4)n(Cc4ccc(OC(F)(F)F)cc4)c3C[C@H]2CN1C(=O)c1ccccc1 | -6%
CC(NC(=O)c1ccccc1Cl)c1nnc(SCC(=O)Nc2ccc(C(=O)O)cc2)n1C (configuration not stated) | -8%
COc1c(O)c(O)cc2c1oc1c3cc(C)ccc3oc(=O)c21 | 8%
CCCCCNc1nc(NCCCO)c(C#N)c2c1CN(C)CC2 | 20%
Clc1ccc(-n2nnnc2SCc2cn3ccccc3n2)cc1 | -5%

Another view of some results above:
C=CCc1ccc(OCCCOc2ccc(C)cc2OC)c(OC)c1
  HT1080 viability: -21%
COC(=O)[C@@]1(Cc2ccc(F)cc2)[C@H]2c3cc(C(=O)N4CCCC4)n(Cc4ccc(OC(F)(F)F)cc4)c3C[C@H]2CN1C(=O)c1ccccc1
  HT1080 viability: -6%
COc1c(O)c(O)cc2c1oc1c3cc(C)ccc3oc(=O)c21
  HT1080 viability: 8%
CC(NC(=O)c1ccccc1Cl)c1nnc(SCC(=O)Nc2ccc(C(=O)O)cc2)n1C (configuration not stated)
  HT1080 viability: -8%

(list continues)
SMILES | HT1080 viability
O=C(NCc1ccccc1)C1CC(=O)N(c2ccc(OCC(=O)N3CCCC3)cc2)C1 (configuration not stated) | -2%
COc1ccc(C2NC(=O)CS2)cc1 (configuration not stated) | 21%
O=C(CCC(=O)c1ccc(F)cc1)Nc1cccnc1 | 1%
CC(C)c1ccc(-c2c(C#N)c(N)nc(SCC(=O)N3CCCCCC3)c2C#N)cc1 | 8%
Cc1ccc(N2C(=O)[C@@H]3[C@H](C2=O)[C@H]2C=CC=NN2[C@@H]3C(=O)Nc2ccc(Cl)cc2)cc1 | -9%
COc1cccc(N/C(SC)=C(/C#N)C(N)=O)c1 | 37%
CCc1c(C)c(C#N)c2nc3ccccc3n2c1NCC1CCCO1 (configuration not stated) | 4%
COc1ccc(C(=O)NC(=O)Nc2ncccc2C)cc1 | 19%
CCOC(=O)c1sc(NC(=O)CSc2nc(C)cc(C)c2C#N)c(C#N)c1C | 6%
COc1cc(NS(=O)(=O)c2cccc3nsnc23)cc(OC)c1 | 14%
Cc1cc(Cl)c(S(=O)(=O)N2CCN(c3cccc(C)c3C)CC2)cc1OCC(N)=O | 0%
O=C(c1ccc(CN2CCOCC2)cc1)N1CCN(c2ccccc2)CC1 | 1%
CNS(=O)(=O)c1cccc(C(=O)OCC(=O)C23CC4CC(CC(C4)C2)C3)c1 | 2%
CN(C)/C=N/c1cc(=O)[nH]c(=O)n1Cc1ccccc1 | 7%
O=C(Cc1ccc(F)cc1)NCCc1ccc(F)cc1 | -3%
O=c1oc(-c2ccco2)nc2sc3c(c12)CCCC3 | -9%
CC1CCN(C(=O)CC2C(=O)Nc3c2c(=O)n(C)c(=O)n3Cc2ccccc2)CC1 (configuration not stated) | -5%
O=C(C[n+]1ccc(C(=O)N/N=C/c2ccc(Br)cc2)cc1)c1ccccc1 | 5%
O=C(Nc1cccnc1)c1ccc(COc2cc(Cl)ccc2Cl)o1 | -18%
O=C(CCSc1ccccc1)Nc1nccs1 | 9%
O=C(COC(=O)c1ccccc1OCc1ccccc1Cl)NC1CC1 | -5%
Cc1ccc(/C=C2/SC(=S)N(CC(=O)Nc3ncc(Cc4ccc(C)cc4)s3)C2=O)cc1 | 15%
CCOC(=O)N1CCN(Cc2nc(-c3cccc(C)c3)no2)CC1 | 0%
OCCN(CCO)CC(O)COCCC12CC3CC(CC(C3)C1)C2 (configuration not stated) | 14%
Cc1csc(=S)n1-c1ccccc1 | -12%
Cc1ccc(-c2nnn(CC(=O)N(Cc3ccc(F)cc3)C(C(=O)NC3CCCC3)c3ccncc3)n2)o1 (configuration not stated) | -4%
O=S(=O)(NCCc1ccncc1)c1ccc(Br)cc1 | 0%
Nc1ccc2nc(-c3ccccc3)[nH]c2c1 | 8%
CCn1c(=O)c2c3c(sc2n2c(=S)[nH]nc12)CCC3 | -16%
CC(=O)/C(=N\Nc1ccccc1)Oc1ccc([N+](=O)[O-])cc1 | 10%
CN(C)CCCNC1=CC(=O)OC12CCCCC2 | 2%
Clc1ccc(-c2cn3cccnc3n2)cc1Cl | 4%
COc1ccc(C(=O)Nc2cc(OC)nc(OC)n2)cc1 | -3%
Cn1c(CSc2nc3ccccc3s2)nnc1SCC(=O)NCc1ccccn1 | -4%
CC(C)N(C)CCOC(=O)c1ccc2c(c1)OCCO2 | -1%
O=C(Nc1ccc(Cl)cc1)OCc1ccccn1 | -4%
CC(C)CN=c1cc(-c2ccccc2)oc2ccc(Cl)cc12 | -6%
O=C(Cn1cnc2ccccc2c1=O)N1CCOCC1 | 1%
O=C(O)C1CC=CCC1C(=O)Nc1ccc2c(c1)OCCO2 (configuration not stated) | 0%
CC1(C)CC(=O)C=C(N2CCCC2)C1 | 6%
O=C(NCC(=O)N(Cc1cccs1)C(C(=O)NC1CCCCC1)c1ccncc1)c1ccco1 (configuration not stated) | 9%
CC1(C)CC(=O)C2=C(C1)N(Cc1cccnc1)C(=O)C2(NC(=O)c1ccc(F)cc1)C(F)(F)F (configuration not stated) | -12%
O=C(Cn1c(C(F)(F)F)nc2ccccc21)N1CCCC1 | 1%
CCCC(=O)NCc1cc(-c2nn(C)c(=O)c3ccccc23)ccc1C | -3%
COC(=O)c1ccc(NC(=O)C23CC4CC(C2)CC(n2cnc(Cl)n2)(C4)C3)cc1 | -6%
CCOc1ccc(S(=O)(=O)n2cc(-c3ccc(F)cc3)c(N)n2)cc1 | -7%
CCC/C=C(\CCC)C(NC(=O)c1cccs1)c1ccc(C(=O)OC)cc1 (configuration not stated) | 18%
CC1SC(=NC(=O)C(C)N2C(=O)c3ccccc3C2=O)NC1=O (configuration not stated) | -12%
CCC(=O)Nc1ccc(-c2nnc(SCC(=O)N3CCCCC3)n2C)cc1 | 0%
CC(Oc1ccc(C(=O)NCCc2ccccc2)cc1)C(=O)O (configuration not stated) | 2%
CCOc1cc(/C=N/Nc2nc(N3CCCC3)nc(N3CCCC3)n2)ccc1O | -1%
CCOC(=O)CSc1nc2ccccc2c(=O)n1CCC(=O)NCCc1ccc(OC)c(OC)c1 | -8%
CCn1cc(C2=NC(C)CO2)c2ccccc21 (configuration not stated) | 10%
C[C@H](CO)NC(=O)[C@H]1C[C@@H]1[C@H](NP(=O)(c1ccccc1)c1ccccc1)c1ccccc1 | -10%
O=C(NCc1ccccc1)c1ccc(Oc2ccc(C(=O)NCc3ccccc3)cc2)cc1 | -2%
O=S(=O)(/N=C(/Sc1ccccc1)c1ccccc1)c1ccccc1 | -2%

Following part:
SMILES | HT1080 viability
COC(=O)c1ccc(CS(=O)(=O)c2ccc(C)cc2)cc1 | -5%
CC1(C)CC(C)(c2ccc(O)cc2O)N(c2cccc(Cl)c2)C(=S)N1 (configuration not stated) | 10%
Cc1cc(C)c2nc(N3CCC(C(=O)NCCCN4CCCCC4)CC3)sc2c1 | 14%
Cn1c(SCC(=O)N2CCCC2)nnc1-c1ccc(S(=O)(=O)N2CCCC2)cc1 | -4%
CCN(CC)S(=O)(=O)c1ccc(S(=O)(=O)N2CCN(C(=O)c3ccco3)CC2)cc1 | -2%
CCC1=C2CC[C@H]3C(=O)N(C)C(=O)[C@H]3[C@H]2[C@@]2(C)C(=NCC(=O)OC)OC(=O)N2C1=O | -2%
O=C(COc1ccc(Cl)cc1Cl)N1CCCC1 | 2%
CCC(Cc1ccccc1)NC(=O)C1CCN(S(=O)(=O)c2c(C)noc2C)CC1 (configuration not stated) | 6%
Clc1ccc(Oc2nnnn2-c2ccccc2)cc1 | -11%
Cc1n[nH]c(=O)nc1NC(C)c1ccccc1 (configuration not stated) | -13%
O=C(CSc1ccsc1[N+](=O)[O-])NCCc1ccccc1 | 1%
N#Cc1c(SCC(N)=O)nc2c(c1-c1ccc(OCc3ccccc3)cc1)CCCC2 | -2%
O=C(COC(=O)c1ccc2ccccc2c1)Nc1ncc(C(F)(F)F)cc1Cl | 5%
O=C(OC(C(=O)NC1CCCC1)c1cccnc1)C1=Cc2ccccc2OC1 (configuration not stated) | 4%
Cc1ccc2nc(N3CCN(Cc4nnnn4C4CCCC4)CC3)c(C#N)cc2c1 | -15%
Cc1ccc(N(CC(=O)N2CCOCC2)S(C)(=O)=O)cc1C | 18%
O=C1CCC(/C=C/c2ccccc2)=NN1Cc1ccccc1Cl | -3%
O=C(NCc1ccc(F)cc1)C(c1ccncc1)N(C(=O)c1csnn1)C1CC1 (configuration not stated) | -9%
Cc1cccc(C(=O)NCCN(C)C)c1 | 4%
C=C(C)c1cccc(C(C)(C)NC(=O)N2CCC(C)CC2)c1 | -17%

The list is partial; rates above refer to the full screens.
